Assay outcomes from PubChem.
CAL PDZ FP-1 – untagged CAL PDZ binding inhibitors, primary screen, biochemical, fluorescence polarization, HTS; AID 602252, 2012; purified CAL PDZ, TMR-peptide fluorescence polarization, 1 h; 300,000 tested, 0.92% active; inhibition, % at 24.9 µM;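 active means mean inhibition of at least 30% with at least half of replicates also reaching 30%; inconclusive means no clear call, values can overlap the other calls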;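 further: 0% = DMSO neutral control and 100% = excess unlabeled competitor peptide PRC23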
PfHsp90 set2 – growth inhibition of PfHsp90-expressing yeast, primary screen, antimalarial PfHsp90 inhibitor project, S. cerevisiae, BacTiter-Glo luminescence, single point, set 2; inhibition, % at 9.4 µM; BacTiter-Glo ATP, 48 h; yeast lacking PDR1 and PDR3 efflux regulators; 310,000 tested, 0.32% active; AID 504621, 2011;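 active means every replicate shows inhibition above about 80%, whatever the replicate mean, limit read from the data; inconclusive means mean inhibition reaches the set limit but some replicate falls short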;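 further: 0% = DMSO neutral controls and 100% = 20 µM radicicol positive controls; yeast relying on Plasmodium falciparum Hsp90 in place of its own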
CAL PDZ FP-2 – CAL PDZ peptide-binding inhibitors, primary screen, biochemical, fluorescence polarization, Cer-tagged CAL PDZ, HTS; Golgi-associated PDZ and coiled-coil motif-containing protein (Homo sapiens), Q9HD26; purified CAL PDZ, TMR-peptide fluorescence polarization, 1 h; inhibition, % at 20 µM; 330,000 tested, 0.02% active; AID 504414, 2011;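 active means highest replicate inhibition of at least 40%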;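 further: plate controls were DMSO neutral control wells for no effect and unlabeled competitor peptide control wells for full effect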
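Control set: unlabelled peptide and DMSO controls / Material: purified CerCALP PDZ construct / Timing: 1 h incubation at room temperature before polarization reading / Doses: 20 µM, one dose / Detection: fluorescence polarization (mP)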
dFosB activator – activators of delta FosB homodimer, primary screen, biochemical, fluorescence polarization, TAMRA-CDK5 oligo, single point; purified delta FosB; percent of positive-control signal above neutral wells; activation, % at 25 µM; 340,000 tested, 0.99% active;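 active means mean activation above about 17%, with every replicate also reaching it, limit read from the data, passing the limit was not always enough; inconclusive means only one of the two conditions met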;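 further: fluorescence polarization rise as delta FosB binds a TAMRA Cdk5 AP-1 oligo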
Target sequence (P13346 whole entry, looked up): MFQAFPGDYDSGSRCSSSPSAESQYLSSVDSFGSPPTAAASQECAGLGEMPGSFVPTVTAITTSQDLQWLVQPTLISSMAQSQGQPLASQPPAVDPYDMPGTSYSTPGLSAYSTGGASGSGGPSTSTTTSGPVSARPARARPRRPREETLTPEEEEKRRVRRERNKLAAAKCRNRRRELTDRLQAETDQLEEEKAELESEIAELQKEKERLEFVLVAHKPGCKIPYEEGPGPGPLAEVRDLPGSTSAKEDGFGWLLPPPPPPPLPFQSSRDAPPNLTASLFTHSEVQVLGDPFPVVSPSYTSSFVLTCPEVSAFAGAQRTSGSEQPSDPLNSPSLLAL
MITF TRPM1 HTS – activators of MITF-driven TRPM1 promoter reporter, primary screen, cell-based, SK-MEL-5, luciferase, single point | 300,000 tested, 0.75% active | activation, % at 12.5 µM | SK-MEL-5 TRPM1-promoter luciferase, 24 h; % of positive control, neutral wells = 0;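 active means mean activation of at least 80% with every replicate also reaching 80%; inconclusive means mean reaches 80% but some replicate falls short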;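 further: 0% = neutral control wells and 100% = parthenolide positive control wells; values of inactives mirror those of a sister screen read the other way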
SR-BI DiI inh – inhibitors of SR-BI mediated HDL lipid uptake, primary screen, ldlA[mSR-BI] cells, fluorescence, single point; Scavenger receptor class B member 1 (Mus musculus), Q61009; ldlA[mSR-BI] CHO cells, DiI-HDL uptake fluorescence, 3 h; inhibition, % at 12.5 µM; 320,000 tested, 0.96% active;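 active means mean replicate inhibition of at least 70% and a set share of replicates each scoring 70 or more; inconclusive means meets just one of the two criteria; inactive means fails both criteria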;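 further: 0% = median of neutral control wells and 100% = median of positive control wells; values of inactives mirror those of a sister screen read the other way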
PvdQ acylase – P. aeruginosa PvdQ acylase inhibitors, primary screen, biochemical, fluorescence, plate reader and imaging, single point. inhibition, % at 10 µM. 340,000 tested, 0.063% active. purified PvdQ acylase. AID 488965, 2010. PvdQ acylase [Pseudomonas aeruginosa LESB58]; in the data active means inhibition above about 30%, passing the limit was not always enough; inconclusive means no clear call, values can overlap the other calls;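 further: 0% = vehicle neutral wells and 100% = reference inhibitor wells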
NSD2 HMT inh – NSD2 histone methyltransferase inhibitors, primary screen, biochemical, AlphaScreen, single concentration, set 2 | inhibition, % at 12.5 µM | AID 743445, 2014 | NSD2 peptide methylation, 120 min | 310,000 tested, 0.54% active; in the data active means inhibition above about 50%
Rtt109 Vps75 – inhibitors of C. albicans Rtt109/Vps75 HAT, primary screen, biochemical, ThioGlo CoA-SH fluorescence, plate reader. inhibition, % at 34.9 µM. Histone acetyltransferase RTT109 (Candida albicans (strain SC5314 / ATCC MYA-2876)), …. purified Rtt109/Vps75, 4 h. 330,000 tested, 0.16% active. AID 540336, 2011;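 active means inhibition of at least 50% in every replicate; inconclusive means best replicate reaches 50% inhibition but some replicates fall short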
Target sequence (Q5AAJ8 whole entry, looked up): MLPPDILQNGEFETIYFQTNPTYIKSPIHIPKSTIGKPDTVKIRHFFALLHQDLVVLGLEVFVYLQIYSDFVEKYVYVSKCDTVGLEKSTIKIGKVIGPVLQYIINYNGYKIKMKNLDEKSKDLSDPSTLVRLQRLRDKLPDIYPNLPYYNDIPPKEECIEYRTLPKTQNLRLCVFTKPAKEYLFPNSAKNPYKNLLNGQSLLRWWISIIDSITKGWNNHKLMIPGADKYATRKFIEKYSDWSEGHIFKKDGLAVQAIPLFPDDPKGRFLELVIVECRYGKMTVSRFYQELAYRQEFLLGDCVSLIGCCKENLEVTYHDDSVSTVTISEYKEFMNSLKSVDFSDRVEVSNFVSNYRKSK
SR-BI DiI-HDL act – activators of SR-BI mediated DiI-HDL uptake, primary screen, ldlA[mSR-BI] CHO cells, DiI fluorescence | activation, % at 12.5 µM | 320,000 tested, 0.096% active | 3 h; 100 = double the neutral-control signal;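 active means mean replicate activation of at least 60% and every replicate at or above 60%; inconclusive means mean or all-replicate condition met, but not both; inactive means mean below 60% and not all replicates reaching 60%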;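 further: 0% = median plate neutral-control signal and 100% = twice that signal; values of inactives mirror those of a sister screen read the other way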
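System: LDL receptor-deficient CHO ldlA cells overexpressing murine SR-BI | Timing: 3 h uptake period with compound, 37 °C | Medium: HEPES-buffered (25 mM, pH 7.4) F12 plus 0.5% BSA | Dosing: Single-point compound dose | Signal: Bottom-read fluorescence, 550/595 nm | Read-out: Retained DiI signal reflecting DiI-HDL uptake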
Numbers without * were called inactive.

COC(=O)c1sc(NC(=O)COc2cccnc2[N+](=O)[O-])c(C(=O)OC)c1C was read as CAL PDZ FP-1 1, CAL PDZ FP-2 0.4, dFosB activator -15, MITF TRPM1 HTS -9, SR-BI DiI inh 66, PvdQ acylase -12, NSD2 HMT inh -1, Rtt109 Vps75 4 and SR-BI DiI-HDL act -66.
For Cc1c(C(=O)N2CCN(S(=O)(=O)c3cc(F)ccc3F)CC2)oc2ccccc12 the results were CAL PDZ FP-1 0, PfHsp90 set2 -8, CAL PDZ FP-2 -1.0, dFosB activator -8, MITF TRPM1 HTS -14, SR-BI DiI inh 6, PvdQ acylase 9, NSD2 HMT inh -1, Rtt109 Vps75 3 and SR-BI DiI-HDL act -6.
For NC(=O)Nc1ccc(Cl)cc1 the results were CAL PDZ FP-1 -3, PfHsp90 set2 -12, CAL PDZ FP-2 -1.5, dFosB activator 8, MITF TRPM1 HTS -17, SR-BI DiI inh -34, PvdQ acylase -4, NSD2 HMT inh 1, Rtt109 Vps75 3 and SR-BI DiI-HDL act 34.
`CCCCC(=O)OCC(=O)C1(O)Cc2c(O)c3c(c(O)c2C(OC2CC(NC(=O)C(F)(F)F)C(O)C(C)O2)C1)C(=O)c1c(OC)cccc1C3=O` (configuration not stated) gave CAL PDZ FP-1 -7, PfHsp90 set2 3, CAL PDZ FP-2 -1.6, dFosB activator 5, SR-BI DiI inh -38, PvdQ acylase 1, NSD2 HMT inh -2, Rtt109 Vps75 3 and SR-BI DiI-HDL act 38.
For Cn1cnnc1SCC(=O)NC1CCCCC1 the results were CAL PDZ FP-1 1, PfHsp90 set2 -1, CAL PDZ FP-2 -0.5, dFosB activator 4, MITF TRPM1 HTS 5, SR-BI DiI inh -18, PvdQ acylase -9, NSD2 HMT inh -2, Rtt109 Vps75 -2 and SR-BI DiI-HDL act 18.
`CCOC(=O)N1CCN(C(=O)c2ccc(N3CCCC3=O)cc2)CC1` gave PfHsp90 set2 -77, CAL PDZ FP-2 -0.2, dFosB activator 0, SR-BI DiI inh -9, PvdQ acylase -12, NSD2 HMT inh -6, Rtt109 Vps75 -8 and SR-BI DiI-HDL act 9.
Screening CC1CCCC(NC(=O)CCCn2c(=O)[nH]c3cc(Cl)ccc3c2=O)C1C (configuration not stated) returned CAL PDZ FP-1 -3, CAL PDZ FP-2 -1.4, dFosB activator -2, SR-BI DiI inh 12, PvdQ acylase -3, NSD2 HMT inh 2, Rtt109 Vps75 6 and SR-BI DiI-HDL act -12.
`COc1ccccc1OCC(=O)Nc1ccccc1C(=O)NCc1ccco1` gave CAL PDZ FP-1 -1, PfHsp90 set2 10, CAL PDZ FP-2 -2.1, dFosB activator -5, MITF TRPM1 HTS -1, SR-BI DiI inh -12, PvdQ acylase -19, NSD2 HMT inh 4, Rtt109 Vps75 1 and SR-BI DiI-HDL act 12.
CN1C2CCC1CC(NS(=O)(=O)c1cccc(C(F)(F)F)c1)C2 (configuration not stated) was read as CAL PDZ FP-1 -3, PfHsp90 set2 11, CAL PDZ FP-2 -0.1, dFosB activator -1, MITF TRPM1 HTS -4, SR-BI DiI inh 0, PvdQ acylase -8, NSD2 HMT inh -1, Rtt109 Vps75 -2 and SR-BI DiI-HDL act 0.
`COc1ccccc1NC(=O)c1cc(S(=O)(=O)N2CCCCCC2)ccc1F` gave CAL PDZ FP-1 -5, PfHsp90 set2 -11, CAL PDZ FP-2 -4.3, dFosB activator -6, MITF TRPM1 HTS 8, SR-BI DiI inh 45, PvdQ acylase -15, NSD2 HMT inh -5, Rtt109 Vps75 6 and SR-BI DiI-HDL act -45.
Screening Cc1noc(C)c1COC(=O)[C@@H](NC(=O)c1ccccc1Cl)C(C)C returned CAL PDZ FP-1 7, PfHsp90 set2 11, CAL PDZ FP-2 0.6, dFosB activator -3, MITF TRPM1 HTS 2, SR-BI DiI inh 5, PvdQ acylase -13, NSD2 HMT inh -1, Rtt109 Vps75 -9 and SR-BI DiI-HDL act -5.
For Cc1ccc(N2CCN(/N=C/c3cccnc3)CC2)cc1 the results were CAL PDZ FP-1 -4, PfHsp90 set2 22, CAL PDZ FP-2 -0.3, dFosB activator -1, MITF TRPM1 HTS 13, SR-BI DiI inh 11, PvdQ acylase -6, NSD2 HMT inh 5, Rtt109 Vps75 -2 and SR-BI DiI-HDL act -11.
`O=C(Nc1cccc(Cl)c1)c1cc(S(=O)(=O)NCCc2ccc(Cl)cc2)ccc1F` gave CAL PDZ FP-1 -7, PfHsp90 set2 -1, CAL PDZ FP-2 -0.1, dFosB activator 2, MITF TRPM1 HTS -2, SR-BI DiI inh 2, PvdQ acylase -5, NSD2 HMT inh -2, Rtt109 Vps75 -9 and SR-BI DiI-HDL act -2.
`O=S(=O)(NC1=NCCC1)c1cccs1` gave CAL PDZ FP-1 -1, PfHsp90 set2 -1, CAL PDZ FP-2 -2.0, dFosB activator -1, MITF TRPM1 HTS -7, SR-BI DiI inh -14, PvdQ acylase -8, NSD2 HMT inh -8, Rtt109 Vps75 5 and SR-BI DiI-HDL act 14.
Screening CC(Cl)C(=O)c1ccc2c(c1)CCN2C(=O)C1CC1 (configuration not stated) returned CAL PDZ FP-1 -6, PfHsp90 set2 9, CAL PDZ FP-2 0.3, dFosB activator -2, MITF TRPM1 HTS 7, SR-BI DiI inh 15, PvdQ acylase 8, Rtt109 Vps75 6 and SR-BI DiI-HDL act -15.
Screening Cc1ccc(C(=O)Nc2cc(C(F)(F)F)ccc2-n2cncn2)o1 returned CAL PDZ FP-1 -4, PfHsp90 set2 3, CAL PDZ FP-2 0.2, dFosB activator -2, MITF TRPM1 HTS -12, SR-BI DiI inh 15, PvdQ acylase -16, NSD2 HMT inh -1, Rtt109 Vps75 -1 and SR-BI DiI-HDL act -15.
Screening O=C(COc1ccccc1)NCC(=O)N1CCCC1 returned CAL PDZ FP-1 -4, PfHsp90 set2 -2, CAL PDZ FP-2 -2.3, dFosB activator -7, MITF TRPM1 HTS 1, PvdQ acylase 10, NSD2 HMT inh 8 and Rtt109 Vps75 15.
Screening Cc1ccc(NC(=O)c2ncc(Cl)c(Cl)c2Cl)cc1C returned CAL PDZ FP-1 -3, PfHsp90 set2 29, CAL PDZ FP-2 0.4, dFosB activator 26*, MITF TRPM1 HTS 24, SR-BI DiI inh 0, PvdQ acylase -12, NSD2 HMT inh 3 and SR-BI DiI-HDL act 0.
Screening O=C(O)c1cccc(Oc2cccc(Cl)n2)c1 returned CAL PDZ FP-1 -3, PfHsp90 set2 -6, CAL PDZ FP-2 -0.7, dFosB activator 0, MITF TRPM1 HTS -4, SR-BI DiI inh -9, PvdQ acylase 1, NSD2 HMT inh -2, Rtt109 Vps75 8 and SR-BI DiI-HDL act 9.
Screening O=C(/C=C/NCC(=O)c1ccccc1)c1ccc(Br)cc1 returned CAL PDZ FP-1 -3, PfHsp90 set2 -6, CAL PDZ FP-2 -2.4, dFosB activator -7, MITF TRPM1 HTS 17, SR-BI DiI inh -29, PvdQ acylase -15, NSD2 HMT inh -1, Rtt109 Vps75 -8 and SR-BI DiI-HDL act 29.
For O=c1[nH]c(CSc2ncccn2)nc2c1cnn2-c1ccccc1 the results were PfHsp90 set2 -3, CAL PDZ FP-2 -1.8, dFosB activator -25, MITF TRPM1 HTS -7, SR-BI DiI inh -11, PvdQ acylase 3, NSD2 HMT inh 1, Rtt109 Vps75 -3 and SR-BI DiI-HDL act 11.
Screening Cc1ccc(S(=O)(=O)NNC(=S)NC(=O)c2ccc([N+](=O)[O-])cc2)cc1 returned CAL PDZ FP-1 -3, PfHsp90 set2 0, CAL PDZ FP-2 -1.8, dFosB activator -2, MITF TRPM1 HTS -12, SR-BI DiI inh -3, PvdQ acylase 9, NSD2 HMT inh -3, Rtt109 Vps75 29 and SR-BI DiI-HDL act 3.
Screening CC(NC(=O)COc1ccc([N+](=O)[O-])cc1)c1ccccc1 (configuration not stated) returned CAL PDZ FP-1 -2, PfHsp90 set2 -12, CAL PDZ FP-2 -3.3, dFosB activator -3, MITF TRPM1 HTS 4, SR-BI DiI inh -23, PvdQ acylase 3, NSD2 HMT inh -2 and SR-BI DiI-HDL act 23.
O=C(C1CCCN1S(=O)(=O)c1cccc2cccnc12)N1CCc2ccccc21 (configuration not stated) was read as CAL PDZ FP-1 -5, PfHsp90 set2 37, CAL PDZ FP-2 -3.5, dFosB activator -10, MITF TRPM1 HTS -9, SR-BI DiI inh 13, PvdQ acylase -12, Rtt109 Vps75 -13 and SR-BI DiI-HDL act -13.
Screening Cc1ccccc1NC(=O)CSc1nc2ncc(Cl)cc2[nH]1 returned CAL PDZ FP-1 -3, PfHsp90 set2 -2, CAL PDZ FP-2 -1.6, dFosB activator inconclusive, MITF TRPM1 HTS -5, SR-BI DiI inh 14, PvdQ acylase 14, NSD2 HMT inh -5, Rtt109 Vps75 16 and SR-BI DiI-HDL act -14.
COc1ccc(C(=O)NC(=S)NNC(=O)COc2ccccc2)cc1 was read as CAL PDZ FP-1 -5, PfHsp90 set2 6, CAL PDZ FP-2 0.0, dFosB activator 0, MITF TRPM1 HTS -33, SR-BI DiI inh -2, PvdQ acylase -10, NSD2 HMT inh -4, Rtt109 Vps75 -1 and SR-BI DiI-HDL act 2.

In the list so far, 2 contain a thiophene ring, fused or not.
COC(=O)c1sc(NC(=O)COc2cccnc2[N+](=O)[O-])c(C(=O)OC)c1C was read as CAL PDZ FP-1 1, CAL PDZ FP-2 0.4, dFosB activator -15, MITF TRPM1 HTS -9, SR-BI DiI inh 66, PvdQ acylase -12, NSD2 HMT inh -1, Rtt109 Vps75 4 and SR-BI DiI-HDL act -66.
`O=S(=O)(NC1=NCCC1)c1cccs1` gave CAL PDZ FP-1 -1, PfHsp90 set2 -1, CAL PDZ FP-2 -2.0, dFosB activator -1, MITF TRPM1 HTS -7, SR-BI DiI inh -14, PvdQ acylase -8, NSD2 HMT inh -8, Rtt109 Vps75 5 and SR-BI DiI-HDL act 14.
